Assay outcomes (PubChem BioAssay)
HttQ103 aggreg: qHTS Multiplex Assay to Identify Dual Action Probes in a Cell Model of Huntington: Aggregate Formation (GFP); PC12 HttQ103-GFP aggregates, Acumen cytometry, 40 h; Potency, µM (doses to about 46.1 µM), for inactives: at the top dose activity change, negative = inhibition, hits mostly inhibitors; actives 1.1% (n = 220,000); AID 1688, 2009; further: on the % scale 0 is the no-effect control and ±100 the full control effect; nearly all actives have a fitted effect of over 60% in size
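PC12 cells stably carrying ecdysone-inducible HTT exon 1 Q103–GFP were induced with tebufenozide (100 nM final) and treated with library compounds in titration. GFP aggregates in lysates were counted by laser scanning cytometry.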
IMPase Li cell: qHTS Assay for Identifying the Cell-Membrane Permeable IMPase Inhibitors: Potentiation with Lithium. actives 0.35% (n = 210,000). AID 1457, 2008. Potency, µM (titrated, usually from 59.4 µM), without a hit: at the top dose activity, negative = IMPase inhibition, hits mostly inhibitors. CHO-M1 cells, IP1 TR-FRET (IP-One), carbachol + lithium;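 further: IP1 builds up when IMPase is blocked and the TR-FRET signal falls; plate controls were basal vehicle for no effect and high inhibitor control for full effect; nearly all actives have a fitted effect of over 50% in size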
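Lithium-sensitised IP1 accumulation assay; M1-expressing CHO cells treated 30 min at 37C with compound. Competitive antibody detection by time-resolved FRET followed a 10 min room-temperature lysis step.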
RGS12 GoLoco inh: qHTS Assay for Inhibitors of RGS12 GoLoco Motif Activity (Red Fluorophore); Gai1:RGS12 GoLoco peptide FP, rhodamine, 10 min; Potency, µM (highest dose often 61.6 µM), for inactives: at the highest dose activity, negative = inhibition, most hits filed as inhibitors; actives 0.44% (n = 230,000); Guanine nucleotide-binding protein G(i) subunit alpha-1 (Homo sapiens), P63096; active means well fitted inhibition curve with a large enough effect, not every such curve was filed as active; inactive means no such curve, though single readings can be large or run the other way; further: on the % scale 0 is the no-effect control and ±100 the full control effect; nearly all actives have a fitted effect of over 30% in size; many of its hits are not listed in these tables
Target sequence (P63096 whole entry, looked up): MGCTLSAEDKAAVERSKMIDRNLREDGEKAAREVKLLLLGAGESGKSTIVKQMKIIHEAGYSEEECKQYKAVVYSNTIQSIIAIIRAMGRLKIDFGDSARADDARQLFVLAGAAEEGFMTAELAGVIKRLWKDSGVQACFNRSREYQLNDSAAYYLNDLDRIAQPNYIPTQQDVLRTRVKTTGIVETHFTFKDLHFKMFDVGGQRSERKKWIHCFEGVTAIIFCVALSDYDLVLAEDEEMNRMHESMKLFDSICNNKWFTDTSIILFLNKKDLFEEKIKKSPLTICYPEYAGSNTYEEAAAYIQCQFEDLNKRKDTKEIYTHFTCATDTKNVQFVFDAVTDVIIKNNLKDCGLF
HTT cytoprotect: qHTS Multiplex Assay to Identify Dual Action Probes in a Cell Model of Huntington: Cytoprotection (ATP); PC12 HTT-Q103 induced, cytoprotection, ATP luminescence, 40 h; Potency, µM (series often up to 56.4 µM), for inactives: cytoprotection (ATP increase), most hits filed as activators; actives 0.14% (n = 230,000); AID 1471, 2008;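 further: % of control where 0% means no effect; nearly all actives have a fitted effect of over 45% in size; toxic huntingtin expression switched on by the ecdysone agonist tebufenozide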
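PC12 cells stably carrying ecdysone-inducible Htt exon 1 (Q103)–GFP were induced with 100 nM tebufenozide (final) alongside library compounds in a dose series. Cytoprotection was scored as retained ATP by ATPlite luminescence.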
GAA glycogen: qHTS Assay for Inhibitors and Activators of Human alpha-Glucosidase Cleavage of Glycogen. recombinant GAA, glycogen substrate, Amplex Red glucose oxidase fluorescence. actives 0.38% (n = 300,000). Potency, µM (titrated, usually from 76.4 µM), for the others: at the top dose activity change, negative = inhibition, most hits filed as inhibitors. AID 2100, 2009;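 further: 0% = full enzyme reaction and -100% = no-enzyme basal signal; the screen sought inhibitors and activators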
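Natural-substrate format: glycogen cleavage by 4 nM human enzyme, glucose read by Amplex Red coupling (Ex 573, Em 610 nm). Normalized to enzyme and no-enzyme controls.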
GAA inhib: qHTS Assay for Inhibitors of Human alpha-Glucosidase as a Potential Chaperone Treatment of Pompe Disease. AID 1466, 2008. Lysosomal alpha-glucosidase (Homo sapiens), P10253. purified human GAA, 4-MU-alpha-glucoside fluorescence. actives 0.005% (n = 200,000). Potency, µM (titrated, usually from 76.9 µM), without a hit: at the top dose activity change, negative = inhibition, actives largely listed as inhibitors;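 further: plate controls were uninhibited enzyme wells for no effect and no-enzyme background for full effect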
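Read-out is 4-methylumbelliferone fluorescence (Ex 365/Em 440 nm) after NaOH/glycine stop at pH 10. Enzyme 4 nM, substrate 400 uM, pH 5.0 citrate buffer, 20 min room temperature; AC50 from Hill-equation concentration-response.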
GAA spleen mod: qHTS Assay for Inhibitors and Activators of Human alpha-Glucosidase From Spleen Homogenate; Potency, µM (series often up to 79.9 µM), without a hit: at the top dose activity change, negative = inhibition, hits mostly inhibitors; actives 0.006% (n = 240,000); human spleen homogenate, 4-MU-alpha-glucoside fluorescence; Lysosomal alpha-glucosidase (Homo sapiens), P10253;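 further: 0% = enzyme with vehicle and -100% = no enzyme basal signal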
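Enzyme source: human spleen homogenate, 1 ug/well. Buffer 50 mM citric acid/K phosphate pH 5.0, 0.01% Tween-20. 4-MU-alpha-glucoside 1 mM; 37 C x 40 min; NaOH/glycine stop; fluorescence.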
* marks the source's active call; other numbers are inactive results; ? = inconclusive; / = no result given; & = joins results of further samples; [ ] = another dose, or the depositor's remark. Unless noted, the call rests on the fitted dose curve; in most records, active means well fitted curve in the direction sought with a large enough effect; inconclusive means small, poorly fitted or top-dose-only effect, or another doubt; inactive means no such curve, though single readings can be large; an effect the other way counts as inactive or inconclusive. Potency means the concentration at half of the fitted maximal effect.

SMILES	HttQ103 aggreg	IMPase Li cell	RGS12 GoLoco inh	HTT cytoprotect	GAA glycogen	GAA inhib	GAA spleen mod
Cc1ccc(C(=O)COC(=O)c2ccc3c(c2)C(=O)N(c2cccc4ncccc24)C3=O)cc1	20µM*	-2%	10%	28%[10 µM]	-4%	-6%	0%
CCCC1=C/C(=C/c2ccc(-c3ccccc3OC)o2)C(=O)O1	?	3%	60%[activator]	/	-13%	15%	-4%
Brc1ccccc1-c1nnc2sc(Cc3ccccc3)nn12	?	34%[activator][38.3 µM]	4%	4%[10 µM]	-1%	?	8%
COc1cccc(C(=O)NC(=S)Nc2nnn(C)n2)c1	10%	12%	14%	11%[10 µM]	-24%	-4%	4%
CC(C)NC[C@H](O)c1ccc(O)c(O)c1	/	12%&8%&12%&2%&-9%	5%	-40%[inhibitor]	/	/	4%
CC(C)(C)c1ccc(C(CC(=O)O)NC(=O)c2ccccc2F)cc1 (stereo not drawn)	-1%	-2%	-3%	-9%	6%	2%	-4%
O=C(CSc1nc2c(sc3ccccc32)c(=O)n1CCCN1CCCC1)NCC1CCCO1 (stereo not drawn)	38%[9.22 µM]	11%[38.3 µM]	45%[activator]	-6%	5%	-3%	4%
COc1ccccc1C1OC2=C(Nc3ccc([N+](=O)[O-])cc3N2)C1=O (stereo not drawn)	5%[9.22 µM]	/	4%	-4%[10 µM]	0%	-5%	3%
CCOC(=O)Cc1[nH]nc2c1C(Cc1ccccc1)C(C#N)=C(N)O2 (stereo not drawn)	16%[9.22 µM]	/	14%	16%[10 µM]	-7%	-3%	-7%
CC(=O)c1cnn(-c2ccc(Cl)cc2)c1C	-20%[9.22 µM]	/	7%	1%[10 µM]	-5%	/	5%
COc1ccc(OC)c(-n2c(SCC(=O)Nc3cc(C)on3)nnc2-c2c[nH]c3ccccc23)c1	21%	2%[38.3 µM]	-1%	-58%[inhibitor]	3%	?	-1%
CC[n+]1c(/C=C/C=C/N(C(C)=O)c2ccccc2)sc2cc(OC)ccc21	?	45%[activator]	-134%	-1%[10 µM]	-15%	-1%	0%
O=C1Nc2ccccc2Nc2ncccc21	14%	10%[38.3 µM]	-3%	-3%	9%	-3%	-2%
O=C(CSc1nc2c(c(=O)n1-c1ccc(Cl)cc1)SCC2)NCC1CCCO1 (stereo not drawn)	-2%	5%[38.3 µM]	7%	1%	-3%	-6%	-2%
O=C(CCN1C(=O)C2C3C=CC(C3)C2C1=O)N1CCCCC1 (stereo not drawn)	9%	2%	7%	/	27%	3%	5%

SMILES	HttQ103 aggreg	IMPase Li cell	RGS12 GoLoco inh	HTT cytoprotect	GAA glycogen	GAA inhib	GAA spleen mod
O=C(Cc1cn2ccsc2n1)NCCc1ccc(F)cc1	-28%	-6%[38.3 µM]	7%	-5%[10 µM]	-2%	-6%	0%
CC(=O)N1C(=O)/C(=C2\SC(=S)N(NC(=O)c3ccc(O)cc3)C2=O)c2ccccc21	-11%	12%	0%	-8%[10 µM]	-21%	-3%	4%
COC(=O)[C@H](COC(C)(C)C)NC(=O)O[C@@H]1Cc2cc(OC)ccc2O[C@H]1c1cccc(OC)c1	/	26%	0%	-10%	/	/	1%
CC(C)OCCCNS(=O)(=O)c1ccc2ccccc2c1	-23%	14%[38.3 µM]	-1%	18%	3%	-6%	-1%
Nc1ccc2oc(=O)c3ccccc3c2c1	-30%	-2%[38.3 µM]	-2%	-19%[0.074 µM]	2%	0%	-4%
CCN1CCN(C(=O)C(NS(=O)(=O)c2ccc3nc(C)sc3c2)C(C)C)CC1 (stereo not drawn)	-19%	15%[38.3 µM]	11%	22%	-6%	0%[15.4 µM]	-1%
O=C(CSc1nc2ccc([N+](=O)[O-])cc2[nH]1)c1ccc2ccccc2c1	-26%	35%[activator][38.3 µM]	11%	-26%	0%	-5%	-13%
Cc1ccc(Cn2c(CN3CCN(C(=O)c4ccco4)CC3)nc3c2c(=O)n(C)c(=O)n3C)cc1	?	-19%[38.3 µM]	-10%	7%[0.074 µM]	-6%	2%	-12%
O=C(NNC(=S)NCCCN1CCOCC1)c1ccncc1	15%	2%	13%	-16%	?	0%	1%
COc1ccccc1CNc1ncnc2ccc(-c3ccc(C(=O)N(C)C)cc3)cc12	/	24%	7%	-82%[inhibitor]	/	/	6%
O=[N+]([O-])c1ccccc1CNC1CCCc2ccccc21 (stereo not drawn)	8%	-9%	-1%	-22%	-2%	-8%	/
Cc1cc(C)c2c(-n3cccc3)c(C(=O)O)sc2n1	-22%	-3%[38.3 µM]	12%	-6%[0.074 µM]	2%	-9%	2%
Cc1occc1-c1nnc(SCC(=O)N(C)CCC#N)n1N	0%	-4%[38.3 µM]	-4%	-7%	4%	4%	-6%
C=C(C)CC1Nc2ccccc2NC1CC(=C)C (stereo not drawn)	4%	29%[38.3 µM]	11%	2%	?	-2%	-18%
O=C(NCc1cccs1)N[C@@H](Cc1ccccc1)C(=O)O	-16%	-1%[38.3 µM]	7%	2%	3%	2%	-4%

SMILES	HttQ103 aggreg	IMPase Li cell	RGS12 GoLoco inh	HTT cytoprotect	GAA glycogen	GAA inhib	GAA spleen mod
C=CCNC(=O)/C(=C\C=C\c1ccccc1)NC(=O)c1ccc(OCCCC)cc1	-10%	17%[38.3 µM]	3%	?	-10%	-6%	-10%
CCCOc1ccc(/C=N/NC(=O)CSCc2ccc([N+](=O)[O-])cc2)cc1OCC	12%	9%	10%	3%[10 µM]	-3%	-13%	-14%
COc1ccc(C2C(=O)N(C3CCCCC3)CC(=O)N2Cc2ccco2)cc1 (stereo not drawn)	10%	20%[38.3 µM]	-19%	15%[1.9 µM]	3%	-9%	-19%
Cc1ccc(C)c(NC(=O)c2sc(Cl)nc2-c2ccccc2)c1	-3%	33%[38.3 µM]	2%	5%	4%	-5%	-7%
O=C(CC1NC2CCCCC2NC1=O)Nc1cccc(C(F)(F)F)c1 (stereo not drawn)	8%	-15%[38.3 µM]	-2%	-10%	7%	-4%	-6%
CC(=O)Nc1ccc(S(=O)(=O)N2CCCC2C(=O)Nc2ccc3c(c2)OCCO3)cc1 (stereo not drawn)	-11%[9.22 µM]	10%	8%	14%[10 µM]	-7%	-3%	-9%
O=[N+]([O-])c1ccc(/C=N/NC(=S)Nc2ccccc2C(F)(F)F)o1	15%	1%	6%	8%[10 µM]	4%	-7%	-5%
O=C(O)/C=C/C(=O)Nc1ccc(-n2ccc(C(F)(F)F)n2)cc1	2%[9.22 µM]	/	7%	28%[10 µM]	3%	/	4%
CC1C(=O)CCC2[C@]1(C)CCC1[C@]2(C)CC[C@@]2(C)C3CC(C)(C)CC[C@]3(C)CC[C@@]12C (stereo partly drawn)	/	34%[activator]	-16%	?	/	/	-7%
CCCCOCCCNC(=O)CCCOc1ccccc1	7%	29%[38.3 µM]	6%	17%	5%	1%	2%
CC(=O)NCCCCCCNC(C)=O	17%	-1%	8%&-5%	/	0%&0%	-19%&-5%[15.4 µM]	0%&3%
O=C(c1ccc(Cl)cc1)c1ccc(OCC(=O)N2CCOCC2)cc1	?	35%[activator][38.3 µM]	-1%	-16%[10 µM]	-29%	-5%	-12%
Cc1c(C(=O)Oc2ccc(Cl)cc2)n(C)oc1=O	8%[9.22 µM]	/	-8%	-6%[10 µM]	2%	1%	0%
NCCCn1cnc2ccccc21	23%	-4%	4%	-28%	6%	1%	7%
CCCc1nc2ccc(NC(=O)c3cccs3)cc2c(=O)n1Cc1ccccc1Cl	2%	11%	24%	-13%[10 µM]	-5%	-7%	-4%

Arranged by value in GAA inhib (low to high): some entries from above.
smiles | GAA inhib
O=[N+]([O-])c1ccccc1CNC1CCCc2ccccc21 (stereo not drawn) | -8%
O=C(CSc1nc2c(c(=O)n1-c1ccc(Cl)cc1)SCC2)NCC1CCCO1 (stereo not drawn) | -6%
Cc1ccc(C)c(NC(=O)c2sc(Cl)nc2-c2ccccc2)c1 | -5%

(listing goes on)
SMILES	HttQ103 aggreg	IMPase Li cell	RGS12 GoLoco inh	HTT cytoprotect	GAA glycogen	GAA inhib	GAA spleen mod
Cc1cc(C)c2c(N)c(C(=O)NCc3ccco3)sc2n1	11%	1%	-2%	-11%	-1%	5%	1%
CCn1c(=O)cc(OCC(=O)N2CCCCCC2)c2ccccc21	?	-2%[38.3 µM]	5%	-10%	2%	-2%	-16%
O=C(CSc1ccncc1)Nc1ccc(S(=O)(=O)Nc2nccs2)cc1	-1%	1%	68%[activator]	-6%	-7%	-1%	-3%
CC1=NN(c2ccccc2)C(=O)/C1=C\c1cn(-c2ccccc2)nc1C	7%	3%	10%	-33%	-2%	12%	1%
COC(=O)c1ccc(CSc2cc(C)c3ccccc3n2)o1	?	11%	6%	-28%	-20%	?	1%
COc1ccc(N(CC(=O)Nc2ccccc2C)S(=O)(=O)c2c(C)[nH]c(=O)[nH]c2=O)cc1	-8%[9.22 µM]	/	5%	5%[10 µM]	-1%	/	-8%
CONC(=O)Nc1ccccc1[N+](=O)[O-]	9%	/	/	21%[10 µM]	5%	1%	-2%
COc1ccc(C2CC(c3cccc(C)c3)n3ncnc3N2)cc1 (stereo not drawn)	-12%	29%[38.3 µM]	11%	-7%	3%	-4%	-1%
O=C(Nc1ccc(Cl)cn1)C1CCCN1S(=O)(=O)c1ccc(Cl)cc1 (stereo not drawn)	-8%	-2%[38.3 µM]	7%	0%	-6%	-1%	-1%
CCc1nc2n[nH]c(N)c2c2c1CSC(C)(C)C2	-21%	3%	13%	7%[1.9 µM]	?	3%	5%
NS(=O)(=O)c1ccc(NC(CNS(=O)(=O)c2ccccc2)c2ccccc2)cc1 (stereo not drawn)	-1%	0%	6%	-8%	-14%	-1%	-2%
O=C(CCC(=O)NNC(=O)Nc1ccc(Cl)cc1)NCc1ccccc1	-7%	0%[38.3 µM]	-2%	15%	-8%	-8%	0%
O=C(Nc1ccc(NC(=O)c2ccco2)c(Cl)c1)c1cccc([N+](=O)[O-])c1	1%	-1%	22%	-29%	5%	7%	4%
CSc1cccc(NS(=O)(=O)c2ccc(C(C)=O)cc2)c1	-18%[9.22 µM]	/	0%	23%[10 µM]	-2%	/	0%

A portion of the library (hit frequency here may not be typical).
